MKP-3 inhibition: inhibition of rat DUSP6 enzyme activity – biochemical, in vitro, primary screen (AID 425); recombinant MKP-3 phosphatase activity, fluorescence; higher % means a stronger effect; one-dose inhibition, % at 20 µM; IC50 in µM for titrated hits; 0.17% of 110,000 active; in the data active = inhibition above about 50%;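 note: plate controls were vehicle for no effect and reference inhibitor for full effect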
Hsp70 inhibitors: Hsp70 inhibitors, probe displacement, primary screen, biochemical, fluorescence polarization (AID 583) | one-dose displacement, % at 20 µM; IC50 in µM for titrated hits | 0.06% of 140,000 active | Hsp70 fluorescence polarization probe displacement, mP; higher % means a stronger effect; in the data active = displacement above about 50%;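 note: plate controls were vehicle for no effect and reference ligand for full effect; a part of the inactive calls stands beside numbers as strong as those of hits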
* = called active by the depositor; / = no result given. The list is partial. The share of hits here may be higher or lower than overall.

Order of results: MKP-3 inhibition | Hsp70 inhibitors
> Cc1ccc(NC(=O)CC(=O)NCCN2CCOCC2)cc1
  -9.2% | -1.4%
> COCCNC(=O)CCn1nc(-c2ccc(Cl)cc2)ccc1=O
  -8.3% | 1.4%
> Cc1cccc(C(=O)N2CCC(C(N)=O)CC2)c1
  -0.9% | 6.4%
> C=CCn1c(CNC(=O)c2cccs2)nnc1SCC(=O)Nc1ccc(C(=O)O)cc1
  / | -4.7%
> O=C(N/N=C/c1ccc(I)o1)c1ccncc1
  0.6% | -3.5%
> Cc1cc(C)nc(NC(=O)CSc2nc3ccccc3s2)n1
  / | -0.3%
> O=c1c2[nH]c3ccccc3c2ncn1C1CCCCC1
  -3.3% | -1.9%
> Cc1cccc(C)c1NC(=O)N1CCC(N2CCCCC2)CC1
  4.8% | -1.5%
> CC(=O)C1=C(O)C(=O)N(Cc2ccccc2)C1c1cccs1 (stereo not given)
  -3.3% | -1.8%
> COC(=O)c1cccc(-c2ccc(/C=C3/C(=O)NN(c4cccc(Cl)c4)C3=O)o2)c1
  -2.0% | 6.1%
> CCOc1ccc(OCC)c(NC(=O)CSc2nc3c(c(=O)n(C)c(=O)n3C)n2CC)c1
  -11.3% | -0.8%
> COc1cccc(C2C(C(C)=O)=C(O)C(=O)N2c2nc3ccccc3s2)c1 (stereo not given)
  2.3% | -2.0%
> CC(=O)Nc1ccc(S(=O)(=O)Nc2cccc3c(NS(=O)(=O)c4ccc(NC(C)=O)cc4)cccc23)cc1
  3.4% | 3.1%
> O=C1[C@@H]2[C@H](C(=O)N1O)[C@H]1C=C[C@@H]2C1
  -3.6% | 3.3%
> O=C(Nc1ccc(F)cc1F)c1nn2c(c1Cl)NC(c1cccs1)CC2C(F)(F)F (stereo not given)
  0.1% | 1.9%
> CCOC(=O)C1=C(O)/C(=C/c2ccc([N+](=O)[O-])cc2)SC1=Nc1cccc(Cl)c1
  4.8% | 0.3%
> CCOC(=O)c1c(NC(=O)c2noc3c2CCCC3)sc2c1CCCC2
  0.4% | -7.9%
> CC(C)(CNc1ccc([N+](=O)[O-])cc1Cl)CNS(C)(=O)=O
  / | -3.8%
> COc1cccc(NC(C)C(=O)N2CC(C)OC(C)C2)c1 (stereo not given)
  / | 1.9%
> CCC(C)NC(=O)C1=C(C)C(=O)OC12CCC(C)CC2 (stereo not given)
  -3.4% | 3.4%
> CC(C)c1ccccc1NC1=NS(=O)(=O)c2cc([N+](=O)[O-])ccc21
  0.8% | -3.6%
> Cc1ccc(-n2ncc3c(NCCCn4ccnc4)ncnc32)c(C)c1
  -0.1% | 0.6%
> O=C(CN1CCN(C(=O)c2c(F)cccc2F)CC1)Nc1ccccc1F
  -0.3% | 4.0%
> COc1cc(C2NC(=S)NC(C)=C2C(=O)Nc2cccc(Cl)c2)ccc1O (stereo not given)
  -10.9% | 9.2%
> CCCCCCCCN=C1NC(=O)CS1
  / | 4.0%
> O=C(CN1C(=O)c2ccccc2S1(=O)=O)NCCSc1ccccc1
  0.7% | 3.3%
> O=C(NCCCN1CCOCC1)c1cc(Cl)ccc1Cl
  -0.9% | -0.7%
> COc1ccc(-n2c(Cc3cccn3C)nnc2SCC(=O)Nc2ccc(C(C)=O)cc2)cc1
  -3.7% | -1.6%
> Cc1nn(-c2nnc(C)c(=O)[nH]2)c(C)c1SCC(=O)Nc1ccc(C(C)C)cc1
  -7.8% | /
> COc1ccc(CNc2nc3nc(C)c(Cl)c(C)n3n2)cc1OC
  -5.2% | -1.1%

A draw from above in order of formula weight, lowest first.
Order of results: MKP-3 inhibition | Hsp70 inhibitors
> COc1cccc(NC(C)C(=O)N2CC(C)OC(C)C2)c1 (stereo not given)
  / | 1.9%
> O=C(NCCCN1CCOCC1)c1cc(Cl)ccc1Cl
  -0.9% | -0.7%
> CCOC(=O)C1=C(O)/C(=C/c2ccc([N+](=O)[O-])cc2)SC1=Nc1cccc(Cl)c1
  4.8% | 0.3%

Next section.
Order of results: MKP-3 inhibition | Hsp70 inhibitors
> CC12CCC(C(=O)n3c1nc1ccccc13)C2(C)C (stereo not given)
  -11.4% | 3.0%
> CCCCNC(=O)c1ccc(S(=O)(=O)c2ccc(Cl)cc2)c(NC(C)=O)c1
  / | 3.6%
> Cc1nc(SCC(=O)NCc2ccco2)[nH]c(=O)c1C
  / | -0.7%
> COc1ccc(OC)c(NC(=O)CN(CCc2ccccc2)S(=O)(=O)c2ccccc2)c1
  0.3% | 6.3%
> O=C(OCCN1CCOCC1)C(c1ccccc1)c1ccccc1
  5.8% | 1.3%
> CCCCn1c2c(c(=O)n(C)c1=O)C(c1ccc(OC)cc1)N1CCCCCC1=N2 (stereo not given)
  / | -1.5%
> COc1ccc2c(c1)NC(=O)CC(c1ccccc1)=N2
  / | -2.0%
> Cc1ccc(Nc2cc(C)nc3ncnn23)c(Cl)c1
  1.9% | 2.4%
> CCOC(=O)C1CCCN(c2c(N3CCC(N4CCCCC4)CC3)c(=O)c2=O)C1 (stereo not given)
  -1.8% | 0.6%
> O=C(Nc1cccc(F)c1)c1ccc(Br)c(S(=O)(=O)N2CCCCC2)c1
  5.7% | -2.0%
> COc1ccc(-n2c(SCC(=O)NCCC(C)C)nc3ccsc3c2=O)cc1
  / | -2.2%
> Cc1ccc(-c2ccc(SCC(=O)Nc3nonc3C)nn2)cc1
  0.6% | 2.0%
> O=S(=O)(c1ccc(Cl)c(Cl)c1)N1CCc2nc3ccccc3n2CC1
  -3.0% | /
> O=C(CSc1nc(-c2ccco2)cc(C(F)(F)F)n1)Nc1cccnc1
  -10.0% | -1.4%
> O=C(CCNc1ccccc1)c1ccc2c(c1)OCO2
  -13.7% | 6.7%
> O=C(O)CCCN1C(=O)C(=O)/C(=C(/O)c2ccccc2)C1c1ccc(Cl)cc1 (stereo not given)
  3.4% | -4.4%
> C/C(=N\NC(=O)c1ccc(N2CCCC2=O)cc1)c1ccccc1
  -2.0% | -0.5%
> Cc1nc2ncccn2c1-c1csc(NCc2ccco2)n1
  -6.9% | -3.7%
> CCS(=O)(=O)c1ccc2oc(SCC(=O)NC34CC5CC(CC(C5)C3)C4)nc2c1
  / | 0.5%
> COc1ccc(OC)c2c1sc(=NC(=O)c1ccco1)n2C
  -13.5% | -5.1%
> O=C1c2ccccc2C(=O)N1CCCc1nc(-c2ccccc2)no1
  / | 11.3%
> C=CCOC(=O)C1=C(C)Nc2[nH]c(=O)[nH]c(=O)c2C1c1cccc(OC)c1 (stereo not given)
  / | 0.2%
> COc1ccc(N2C(=O)NC(=O)/C(=C\c3ccc(Br)s3)C2=O)cc1
  4.6% | -0.9%
> COc1ccccc1N1CCN(/N=C\c2c(O)ccc3ccccc23)CC1
  -0.7% | -3.2%
> O=C(Nc1ccc(S(=O)(=O)N2CCc3ccccc32)cc1)c1ccc(F)cc1
  7.5% | -0.6%
> Cn1cc(C(=O)NC2CCCCCC2)c(=O)c2cc(S(=O)(=O)N3CCCC3)ccc21
  -5.5% | -4.0%
> O=C(NCc1ccc2c(c1)OCO2)c1ccc(S(=O)(=O)NCC2CCCO2)cc1 (stereo not given)
  -12.1% | 0.1%
> C=CCNC(=O)C(=O)N/N=C/c1cccc(OC)c1
  1.1% | -0.7%
> Cc1ccccc1-n1c(=O)c2ccccc2n2nnnc12
  -5.4% | -7.6%
> COc1ccc(S(=O)(=O)N(CC(=O)NCCSCc2ccc(Cl)cc2)c2cc(C)cc(C)c2)cc1OC
  -0.4% | 5.9%
> COc1ccc(C2Nc3ccccc3C(=O)N2Cc2ccco2)cc1COc1ccccn1 (stereo not given)
  -0.6% | -0.4%
> O=C1C(=O)N(Cc2ccccc2)C(c2ccc(F)cc2)/C1=C(/O)c1ccccc1 (stereo not given)
  0.4% | 0.8%
> CCCCOC(=O)Nc1ccc(OC)cc1S(=O)(=O)N1CCOCC1
  6.0% | -3.7%
> O=[N+]([O-])c1cccc(/C=N/Nc2cc(N3CCCC3)nc(N3CCCC3)n2)c1
  4.5% | 2.5%
> CCC(=O)N1CCN(c2ccccc2NC(=O)Cc2ccc(Cl)cc2)CC1
  -6.6% | -1.3%
> O=C(CN1CCCCCC1)Nc1cccc(Br)c1
  / | -4.6%
> O=C(Nc1cccc(F)c1)c1sc2ccccc2c1Cl
  3.0% | 1.8%
> CC(C)C(=O)Nc1nnc(Cc2ccccc2)s1
  -17.7% | -0.4%
> CCOC(=O)C1CCN(CC(=O)c2c(C)[nH]c3cc(C)ccc23)CC1
  1.0% | 5.8%
> CCOc1ccc(NC(=O)c2ccncc2)cc1
  -6.6% | 3.3%
> CC(C)(C)NC(=O)CSc1nc(O)cc(=O)n1-c1ccccc1F
  -5.8% | -83.0%
> COc1ccc(C2=[N+]([O-])C(C)(C)N(O)C2C)cc1 (stereo not given)
  / | 0.4%
> O=C(NC1CCCCC1)N(Cc1nc2ccccc2c(=O)[nH]1)C1CCCC1
  -7.1% | -0.3%
> O=C(CC12CC3CC(CC(C3)C1)C2)N1CCCC1
  / | -0.1%
> COC(=O)c1cnc2c(C(F)(F)F)cccc2c1OC
  1.9% | 2.9%
> O=C(Nc1cccc(NC(=O)c2ccccc2Cl)c1)c1ccc(-c2ccc(Br)cc2)o1
  5.6% | -3.9%
> Cc1cc(Cl)c(S(=O)(=O)Nc2ccc3c(c2)OCO3)cc1OCC(=O)NC1CCCCC1
  / | -2.2%
> CCOC(=O)c1ccc(CNC(=O)CCC(=O)O)cc1
  -7.5% | /
> COc1ccc(/C=C2\SC(=Nc3ccc(O)cc3)NC2=O)cc1OC
  2.3% | 0.9%
> Cc1ccc2cc(CN(CCN3CCCC3)C(=O)Nc3ccccc3)c(=O)[nH]c2c1C
  -1.0% | 2.3%
> CCOC(=O)c1ccc(Nc2ncnc3c2cnn3-c2ccccc2)cc1
  0.3% | 3.0%
> Cc1cccc(OCCOc2ccccc2/C=C2/SC(=S)N(C)C2=O)c1
  0.1% | -0.9%
> CCOC(=O)N1CCC(Nc2ncnc3c2cnn3-c2ccccc2)CC1
  1.7% | -2.3%
> NC(=O)c1ccsc1NC(=O)c1cccs1
  -5.2% | -5.8%
> Cc1cc(NC(=O)c2cc(-c3ccco3)on2)no1
  -3.5% | -2.3%
> Cc1c(N/C(=N\S(=O)(=O)c2ccccc2)c2ccccc2)c(=O)n(-c2ccccc2)n1C
  -1.8% | -3.0%
> COC(=O)c1ccc(=O)n(Cc2ccco2)c1
  -3.1% | 4.6%
> Cc1cc2n(n1)C(c1ccccc1Cl)Nc1ccccc1-2 (stereo not given)
  -0.7% | -2.4%
> CS(=O)(=O)N(CC(=O)NC1CC2CCC1C2)c1cccc(C(F)(F)F)c1 (stereo not given)
  -6.5% | -1.5%
> CCOCCCN(C(=O)CNC(=O)c1ccco1)C(C(=O)NC1CCCC1)c1ccccc1C (stereo not given)
  1.2% | 4.9%

(continued)
Order of results: MKP-3 inhibition | Hsp70 inhibitors
> CCOC(=O)Nc1cccc(OCC(=O)Nc2ccccc2OC)c1
  -11.3% | 1.0%
> CCC(C)SCc1nc2ccccc2[nH]1 (stereo not given)
  -10.1% | 0.0%
> Cc1cc(NS(=O)(=O)c2ccc(NC(=O)c3cc(Cl)ccc3[N+](=O)[O-])cc2)no1
  4.2% | 1.3%
> COc1ccc(/C=C2/SC(=O)N(CCC(=O)Nc3ccc(S(=O)(=O)Nc4nccs4)cc3)C2=O)cc1
  6.5% | /
> COc1ccc(N(CC(=O)N2CCN(c3ccccc3)CC2)S(=O)(=O)c2c(C)noc2C)cc1
  -1.9% | 0.1%
> Cc1ccccc1Cn1c(C(C)O)nc2ccccc21 (stereo not given)
  0.7% | 3.9%
> Cc1ccc(CC2CC(=O)N(c3ccc(Cl)cn3)C2=O)cc1 (stereo not given)
  -2.6% | 0.6%
> COc1ccccc1NC(=O)CN1CCN(CC(=O)Nc2ccc(F)cc2)CC1
  3.6% | -4.8%
> CC(OC(=O)CN1C(=O)C2CCCCC2C1=O)C(=O)Nc1ncc(Cl)cc1Cl (stereo not given)
  / | 3.8%
> Nc1ccc(CCS(N)(=O)=O)cc1
  -7.9% | 5.4%
> CCCCN(C)S(=O)(=O)c1ccc(C(=O)Nc2nnc(-c3cccs3)o2)cc1
  -3.5% | -3.1%
> CN(C)c1ccc(NC(=O)c2ccc(F)cc2)cc1
  1.2% | -1.4%
> CC1CCC2(CC1)NC(=O)c1ccccc1O2 (stereo not given)
  -0.6% | 3.1%
> CCCCNC(=O)NS(=O)(=O)c1ccc(C)cc1
  -0.5% | 1.1%
> CN=C1SC(CC(=O)Nc2cccc(C(F)(F)F)c2)C(=O)N1C (stereo not given)
  2.0% | 2.7%
> Cc1csc2nc(CNC(=O)CCC(=O)O)cn12
  -4.0% | 7.0%
> COCCNCCOc1c(C)cc(Cl)cc1C
  -0.4% | 5.6%
> COc1ccc(-c2nnc(NC(=O)c3ccccc3OC)s2)cc1
  -0.9% | -2.1%
> COc1cccc(CN(CC2CCCO2)S(=O)(=O)c2ccc(S(=O)(=O)NCC3CCCO3)cc2)c1OC (stereo not given)
  / | -2.5%
> CN1C(=O)/C(=C\c2ccc(OCCOc3ccc(C(C)(C)C)cc3)cc2)SC1=S
  -2.1% | 1.7%
> Nc1nc(SCc2ccccc2)ns1
  2.4% | 1.2%
> Nc1cc(N2CCOCC2)ccc1[N+](=O)[O-]
  0.9% | 3.9%
> Cc1cccc(NC2=NC3(CCCCC3)N=C(N)N2)c1
  / | -0.4%
> O=C(CCCCCn1c(=S)[nH]c2cc3c(cc2c1=O)OCO3)N1CCN(C2CCCCC2)CC1
  -2.1% | -0.2%
> CCOc1ccc(Cn2c(O)cc(=O)[nH]c2=O)cc1
  -10.5% | -3.1%
> C=CCOC(=O)C1=C(C)NC(SCC(=O)N(CC)CC)=C(C#N)C1c1ccccc1 (stereo not given)
  6.4% | 3.1%
> COCCCNC(=O)CN1C(=O)c2ccccc2C1=O
  -16.5% | -0.2%

Compound activity: PubChem, Sanford-Burnham Center for Chemical Genomics
